Giardia FBPA inh – qHTS Assay for Inhibitors of Fructose-1,6-bisphosphate Aldolase from Giardia Lamblia | purified Giardia FBPA | A8B2U2 | Potency, µM (series often up to 59.6 µM), inactives show top-dose activity, negative = inhibition, most hits filed as inhibitors | AID 2451, 2010 | 290,000 tested, 0.71% active; further: potency means the concentration at half of the fitted maximal effect; on the % scale 0 is the no-effect control and ±100 the full control effect; nearly all actives have a fitted effect of over 55% in size
Target sequence (A8B2U2 whole entry, looked up): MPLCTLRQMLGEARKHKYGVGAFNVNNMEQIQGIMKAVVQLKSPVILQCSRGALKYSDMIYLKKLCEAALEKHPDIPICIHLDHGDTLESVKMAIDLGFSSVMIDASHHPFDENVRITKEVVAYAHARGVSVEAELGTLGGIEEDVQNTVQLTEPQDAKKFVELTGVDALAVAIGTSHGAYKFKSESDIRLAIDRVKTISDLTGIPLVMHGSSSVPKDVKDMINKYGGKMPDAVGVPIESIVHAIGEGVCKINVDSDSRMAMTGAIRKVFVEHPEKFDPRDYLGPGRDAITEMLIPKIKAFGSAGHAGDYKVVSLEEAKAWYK
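40 nM FBPA preincubated 10 min at RT with compound (up to 57.5 uM final), then substrate plus GAPDH/TPI/NAD/arsenate coupling and diaphorase/resazurin added. Fluorescence read after 20 min at RT, 525/598 nm.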
Shiga inhibitor – A qHTS for Small Molecule Inhibitors of Shiga Toxin; 290,000 tested, 9.2% active; inhibition, % at 38.7 µM; AID 2315, 2010; Vero cells, Shiga toxin protein synthesis inhibition reporter; in the data active means inhibition mostly above about 28%, no sharp cut-off; inactive means mostly below about 43%; further: 0% is about no effect
Sm TGR block – qHTS Assay for the Inhibitors of Schistosoma Mansoni Peroxiredoxins | Schistosoma mansoni thioredoxin glutathione reductase (TGR), Q962Y6 | purified TGR, DTNB reduction, TNB absorbance 405 nm | Potency, µM (titrated, usually from 114 µM), inactives show top-dose activity change, negative = inhibition, most hits filed as inhibitors | 360,000 tested, 3% active | AID 485364, 2010; further: potency means the concentration at half of the fitted maximal effect; on the % scale 0 is the no-effect control and ±100 the full control effect; nearly all actives have a fitted effect of over 60% in size
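TGR 20 nM + NADPH 100 uM (dispensed conc.), cpd preinc 15 min RT; start with NADPH (500 uM addition) then DTNB (15 mM addition). Kinetic TNB absorbance, 405 nm filter. Four-parameter Hill fit across titration.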
Pf growth 48h – Primary qHTS for delayed death inhibitors of the malarial parasite plastid, 48 hour incubation; AID 504832, 2011; P. falciparum luciferase growth in erythrocytes, 48 h; Potency, µM (top dose mostly 28.7 µM), for inactives: top-dose activity change, negative = inhibition, actives largely listed as inhibitors; 310,000 tested, 5.9% active; further: potency means the concentration at half of the fitted maximal effect; on the % scale 0 is the no-effect control and ±100 the full control effect
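Erythrocytes infected with P. falciparum carrying an integrated firefly luciferase reporter (2% hematocrit, 0.1% parasitemia final) were exposed to compounds in RPMI 1640 with 0.5% Albumax at 37 C, 5% CO2. Growth inhibition was scored as reduced luminescence.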
Pf growth 96h – Primary qHTS for delayed death inhibitors of the malarial parasite plastid, 96 hour incubation. P. falciparum luciferase reporter growth, 96 h. 320,000 tested, 6.9% active. AID 504834, 2011. Potency, µM (titrated, usually from 28.7 µM), inactives show top-dose activity change, negative = inhibition, most hits filed as inhibitors; further: potency means the concentration at half of the fitted maximal effect; on the % scale 0 is the no-effect control and ±100 the full control effect
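Delayed-death screen, second-generation endpoint: infected erythrocytes, 2% hematocrit, 0.05% parasitemia final; 96 hours at 37 C, 5% CO2; luciferase detection reagent; luminescence decrease equals reduced growth.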
CHX counter – Cycloheximide Counterscreen for Small Molecule Inhibitors of Shiga Toxin; cell reporter, cycloheximide protein synthesis inhibition counterscreen; max response, %; 300,000 tested, 12% active; AID 2314, 2010; in the data active means max response mostly above about 13%, no sharp cut-off; inactive means mostly below about 14%; further: read at 38.3 µM for the half of the compounds with a filed dose; 0% is about no effect
* hit, by the source's call; i = inactive; ? = inconclusive; nt = not tested or not shown; [ ] = dose if it differs, or a comment. Unless noted, the call rests on the fitted dose curve; in most records, active means well fitted curve in the direction sought with a large enough effect; inconclusive means small, poorly fitted or top-dose-only effect, or another doubt; inactive means no such curve, though single readings can be large; an effect the other way counts as inactive or inconclusive.

Sequence of screens – Giardia FBPA inh, Shiga inhibitor, Sm TGR block, Pf growth 48h, Pf growth 96h, CHX counter
CCN(CC)S(=O)(=O)c1ccc(N2CCOCC2)c(NC(=O)c2cnccn2)c1
 : 0%, 11, -9%, 8.3µM*, 12µM*, 0
CC(=O)Nc1c(C(=O)C2CC2)oc2ccccc12
 : 0%, -12, -6%, -10%, ?, -1
CCC(C)(C)NC(=O)C(c1ccc(OC)cc1)N(Cc1ccc(OC)cc1)C(=O)CCC(=O)Nc1cc(C)on1 (configuration not stated)
 : 0%, 24, -10%, ?, 3%, -3
O=C(O)CCc1ccc(-c2ccc(F)cc2)n1CC1CCCO1 (configuration not stated)
 : 4%, -7, ?, 3%, 6%, -5
Cc1coc2c(C)c3oc(=O)c(CCC(=O)N4C[C@H]5C[C@@H](C4)c4cccc(=O)n4C5)c(C)c3cc12
 : 17%, -4, -25%, 3.3µM*, ?, -4
COc1ccc(OC)c(C2C3=C(N=C4SCC(=O)N42)c2ccccc2CC3)c1 (configuration not stated)
 : ?, -1, ?, ?, ?, 1
CCOc1cc(/C=N/NC(=O)c2c(-c3ccccc3)noc2C)ccc1O
 : 0%, 3, 6%, -6%, ?, 3
COC(=O)C(O)(c1cn(C)c2ccccc12)C(F)(F)F (configuration not stated)
 : -2%, -4, -4%, 41%[activator], ?, -3
O=c1c2ccccc2c(C=Nc2cccc(S(=O)(=O)NCc3ccco3)c2)c(O)n1-c1ccc(Cl)cn1
 : 1%, 51*, -14%, 15µM*, ?, 44*
Cc1nnc(NC(=O)CCC(=O)NCc2ccco2)s1
 : 3%, -3, 0%, 23%, 32%[activator], -4
CSc1ccccc1C(=O)N1CCC(CCC(=O)NC2CC2)CC1
 : nt, -5, -5%, -11%, 8%, -3
Cn1c(Cc2ccccc2)nnc1SCC(=O)N1CCCCC1
 : 3%, -1, -3%, -8%, -28%, -3
c1ccc(Cn2nnc3c(NCc4ccc5c(c4)OCO5)nc(C4CC4)nc32)cc1
 : 4%, -4, 10%, 1%, nt, 6
N#C/C(=C\N1CCOCC1)c1ccccc1
 : 1%, 51, -2%, 34%[activator], nt, 14
COc1ccc(-c2cc(=O)c3ccc(F)cc3[nH]2)cc1
 : 1%[89.2 µM], i, nt, nt, nt, -2
COc1ccc([C@]23Cc4ccccc4C(O2)c2c(cc(-c4ccccc4)oc2=O)O3)cc1
 : -29%[12.9 µM], i, ?, ?, ?, 10
O=[N+]([O-])c1ccccc1CNC1CCCc2ccccc21 (configuration not stated)
 : ?, -7, 3%, -9%, -33%, 7
O=C(c1cccs1)N1CCCC(N2CCN(c3cccc(C(F)(F)F)c3)CC2)C1 (configuration not stated)
 : nt, -7, -10%, ?, -13%, -1
Nc1nc(COC(=O)C2CCN(C(=O)c3ccc(Cl)cc3)CC2)nc(Nc2ccccc2)n1
 : nt, nt, -1%, ?, ?, nt
COc1ccc(NC(=O)CSCC(=O)N2c3ccccc3CCc3ccccc32)cc1
 : 2%, -13, -4%, ?, ?, 1
CC1(NC(=S)N(CCO)CCO)CCS(=O)(=O)C1 (configuration not stated)
 : 4%, -15, -10%, 42%[activator], ?, -3
O=c1c2c(-c3ccccc3)csc2ncn1/N=C/c1cccc([N+](=O)[O-])c1O
 : 4%, -9, -1%, -5%, 94%[activator], 1
O=C(CSc1n[nH]c(-c2ccccc2)n1)Nc1ncccn1
 : -8%, 43, -8%, 21%, -38%[1.15 µM], 13
COc1ccc(NC(=O)Nn2cnnc2)cc1OC
 : 4%, -4, -22%, 10%, 3%, 0
CCc1nnc(NC(=O)CSc2nc(C)nc3c2c(=O)n(C)c(=O)n3C)s1
 : ?, -4, -10%, -15%, 28%, 2
CCCn1c(SCC(=O)Nc2ccccc2C(=O)OC)nc2c1c(=O)n(C)c(=O)n2C
 : -1%, -12, -7%, 15%, 66%[activator], -2
C/C(=N\N=C1\NC(=O)CS1)c1cccs1
 : 3%, -7, 9%, 1%, ?, 7
Cn1cc(CN2CCN(c3ncccn3)CC2)c(-c2cccc(Cl)c2)n1
 : 0%, -16, nt, -20%, 6%, -6
Cc1ccc(S(=O)(=O)N2CCCN(C(=O)CNC(=O)c3ccccc3)CC2)cc1
 : nt, nt, -8%, ?, 5%, nt
COC(=O)c1ccc(Cn2c(O)c(N=O)c3ccccc32)o1
 : 9%, -3, -2%, ?, nt, -2
COC(=O)c1cccc(N(C(=O)CNC(=O)c2cccs2)C(C(=O)NCC2CCCO2)c2ccc(OC)c(OC)c2)c1 (configuration not stated)
 : 2%, 22, ?, -18%, 26%, -3
O=C(Nc1ccc(Cl)c(S(=O)(=O)N2CCOCC2)c1)C1CCC1
 : nt, nt, -7%, ?, ?, nt
Cc1c(Cl)cccc1NC(=O)Cn1cccc1
 : 6%, -10, ?, 16%, 14%, -4
c1csc(CNc2ncnc3nc[nH]c23)c1
 : -5%, 15, 4%, 9%, ?, 16*
CCOCCn1ccc2c(OCC(=O)Nc3cc(OC)ccc3OC)cccc2c1=O
 : nt, nt, -2%, ?, ?, nt
Cc1nn(Cc2c(F)c(F)c(F)c(F)c2F)c(C)c1NC(=O)c1c([N+](=O)[O-])c(C)nn1C
 : 1%, -11, -14%, nt, -4%, -3
CCOc1ccc(S(=O)(=O)N(C)CC(=O)NCc2ccc3c(c2)OCO3)cc1
 : nt, 3, -8%, 10%, ?, -2
CCNC(=S)Nc1ccccc1-c1ccccc1
 : -5%, 14, -13%, ?, 21%, -1
COc1ccc(N2CCN(C(=O)CCN3C(=O)c4ccccc4S3(=O)=O)CC2)cc1
 : -2%, -22, ?, ?, ?, -2
CC(C)(C)SCCNC(=O)CN(c1ccc(F)cc1)S(C)(=O)=O
 : -1%, 19, 4%, -23%, nt, 5
N#C/C(=N\Nc1cccc([N+](=O)[O-])c1)C(=O)c1ccc(Br)cc1
 : 4%, 10, -21%, ?, ?, 2
CN(c1ccc(C(=O)NCc2cccnc2)cc1)S(=O)(=O)c1ccc(Cl)cc1
 : nt, -32, 0%, -6%, 3%, -2
Cc1nn(Cc2ccccc2Cl)c(Cl)c1C(=O)NCCc1ccccc1
 : 2%, 100*, -10%, 169%[activator], 126%[activator], 47*
O=C(NCC(=O)N1CCCCC1)c1ccc(Br)o1
 : nt, -22, -13%, -7%, ?, 1
COCCn1c(C)cc(C(=O)COC(=O)c2ccc[nH]c2=O)c1C
 : 4%, 24, 2%, 61%[activator], 205%[activator], 2
O=C(c1ccco1)N(Cc1cc2ccccc2[nH]c1=O)C1CCCCC1
 : 1%, -8, -17%, ?, nt, -5
CN(C)C(=S)NC(=O)c1cccc(Cl)c1
 : 16µM*, -2, 17%, 9%, -8%, 2
Cc1cc(C)nc(NS(=O)(=O)c2ccc(NC(=O)C3(c4ccc([N+](=O)[O-])cc4)CCCC3)cc2)n1
 : 4%, -12, -3%, 10%, 9.3µM*, 1
Brc1cc2c(cc1Br)OCCOCCOCCOCCO2
 : -1%, -9, 2%, 45%[activator], 93%[activator], -4
CCc1ccc(OCC(=O)NNC(=O)c2cc3ccccc3o2)cc1
 : 4%, 0, 8%, 17%, 11%[5.75 µM], 5
COc1ccc(-n2nnnc2SCC(=O)c2ccc(O)c(O)c2)cc1
 : ?, -2, -19%, ?, -6%, 1
O=C(COC(=O)/C=C/c1ccccc1Cl)NC(=O)NC1CCCC1
 : nt, nt, 9%, -13%, 1%, nt
COCCNC(=S)N1CCc2cc(OC)c(OC)cc2C1COc1ccc(C(C)C)cc1 (configuration not stated)
 : -1%, -19, 1%, 12µM*, 8.3µM*, -3
COc1ccccc1N1CCN(C(=O)c2ccc3c(=O)n(Cc4ccc5c(c4)OCO5)c(=O)[nH]c3c2)CC1
 : 1%, -6, -5%, 1.5µM*, ?, -5
COc1cc(OC)cc(C(=O)N[C@H](C(=O)NCc2ccc(F)cc2)C(C)C)c1
 : -5%, -2, -1%, ?, ?, -2
Brc1cccc(CN2CCN(c3ncccn3)CC2)c1
 : -22%, 2, 1%, 3%, 5%, -1
O=C(Nc1ccn(Cc2ccccc2)n1)c1n[nH]c([N+](=O)[O-])c1Cl
 : 0%, 16, -12%, 21%, -1%, 48*
COc1ccc(NC(=O)CSc2nc3ccccc3c(=O)n2CCCN2CCOCC2)c(OC)c1
 : -2%, 2, 2%, ?, ?, -5
O=S(=O)(NCCSc1nc2ccccc2o1)c1ccccc1
 : -3%, 58, -4%, 18%, -9%, -1
Cn1nnc(NC(=S)NC(=O)c2cccc3ccccc23)n1
 : nt, -6, -23%, ?, 13µM*, -1

Copied from the list:
Under Sm TGR block, Brc1cc2c(cc1Br)OCCOCCOCCOCCO2 is entered as 2%
Under Sm TGR block, CCOc1ccc(S(=O)(=O)N(C)CC(=O)NCc2ccc3c(c2)OCO3)cc1 is entered as -8%
Under Sm TGR block, O=C(Nc1ccn(Cc2ccccc2)n1)c1n[nH]c([N+](=O)[O-])c1Cl is entered as -12%
Under CHX counter, O=C(NCC(=O)N1CCCCC1)c1ccc(Br)o1 is entered as 1
Under Shiga inhibitor, COCCNC(=S)N1CCc2cc(OC)c(OC)cc2C1COc1ccc(C(C)C)cc1 (configuration not stated) is entered as -19
Under Sm TGR block, Cn1nnc(NC(=S)NC(=O)c2cccc3ccccc23)n1 is entered as -23%

Next section
Structure | Giardia FBPA inh | Shiga inhibitor | Sm TGR block | Pf growth 48h | Pf growth 96h | CHX counter
CCNc1nc(NCC)nc(OCCNS(=O)(=O)c2cc(C)ccc2C)n1 | 4% | -11 | 2% | -9% | -2% | -1
O=C(NCCc1cccc(Cl)c1)c1cccc([N+](=O)[O-])c1 | -1% | 16 | -8% | 38%[activator] | 1% | 22*
CC(C)NC(=O)CC(=O)N/N=C/c1ccc(F)cc1 | 8% | -3 | 6% | -13% | 30%[activator] | 1
O=C(CCN1C(=O)C2C3CCC(C3)C2C1=O)Nc1ccc([N+](=O)[O-])cc1 (configuration not stated) | 0% | 29 | 4% | -15% | 31%[activator] | 4
CCOC(=O)C1CCN(S(=O)(=O)c2ccc3[nH]c(=O)oc3c2)CC1 | 14% | -15 | 4% | nt | 7% | -1
COc1ccc(-c2csc(-c3ccc(O)cc3)n2)cc1 | 23% | 73* | 7% | 69%[activator] | 3% | 52*
Nc1nc(N2CCN(C/C=C/c3ccccc3)CC2)nc2ccccc12 | -21% | -9 | -5% | 12µM* | -2% | -3
CC1(c2ccccc2)NC(=O)N(CC(=O)Nc2ccc([N+](=O)[O-])cc2)C1=O (configuration not stated) | 2% | -9 | 61%[activator] | -2% | 12% | -3
COc1ccc(S(=O)(=O)N2CCOCC2)cc1C(=O)NC1CCCCCC1 | nt | nt | -7% | -24% | ? | nt
CN(C)/C=C/C(=O)c1cnc2n(c1=O)CCS2 | 1% | -4 | -9% | 331%[activator] | 6% | -2

Among those listed so far, two have a CF3 group.
Structure | Giardia FBPA inh | Shiga inhibitor | Sm TGR block | Pf growth 48h | Pf growth 96h | CHX counter
COC(=O)C(O)(c1cn(C)c2ccccc12)C(F)(F)F (configuration not stated) | -2% | -4 | -4% | 41%[activator] | ? | -3
O=C(c1cccs1)N1CCCC(N2CCN(c3cccc(C(F)(F)F)c3)CC2)C1 (configuration not stated) | nt | -7 | -10% | ? | -13% | -1

Screens from PubChem BioAssay.
